MrgX1 allo act – positive allosteric modulators of MrgX1, primary screen, HEK293 cells, Fluo-4 calcium flux; Mas-related G-protein coupled receptor member X1 (Homo sapiens), Q96LB2; FDSS; hits give high values; B-score at 10 µM; 310,000 compounds, 0.63% hits; AID 588675, 2011;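 active means plate-corrected calcium response at least 3 library SD above typical, normal starting fluorescence, not activating the receptor alone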;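 further: compound read alongside a low EC10 to EC30 dose of BAM8-22 agonist; peak minus trough fluorescence over baseline measured at the second addition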
hERG protect – hERG rescue from dofetilide block, primary screen, cell-based, CHO-hERG, FluxOR thallium flux, dofetilide IC70; Voltage-gated inwardly rectifying potassium channel KCNH2 (Homo sapiens), Q12809; dofetilide IC70 present; activation (rescue from dofetilide block), less the hit threshold, % at 10 µM; 310,000 compounds, 0.51% hits; AID 1511, 2009;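 active means activation above the mean of controls blocked by dofetilide plus 5 SD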;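 further: thallium influx through hERG after potassium depolarization seen as dye fluorescence rise; in these data hits start at about 4.7%; inactives centre near -7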
KCNQ1 pot – potentiators or activators of KCNQ1 channel, primary screen, cell-based, thallium flux, high-throughput. Potassium voltage-gated channel subfamily KQT member 1 (Homo sapiens), P51787. CHO-K1 KCNQ1, thallium flux FluxOR fluorescence; hits give high values. B-score at 10 µM. 310,000 compounds, 0.35% hits;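 active means fluorescence ratio B-score, a plate-corrected score, at least three library SD, with initial intensity B-score within 5 SD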
Target sequence (P51787 whole entry, looked up): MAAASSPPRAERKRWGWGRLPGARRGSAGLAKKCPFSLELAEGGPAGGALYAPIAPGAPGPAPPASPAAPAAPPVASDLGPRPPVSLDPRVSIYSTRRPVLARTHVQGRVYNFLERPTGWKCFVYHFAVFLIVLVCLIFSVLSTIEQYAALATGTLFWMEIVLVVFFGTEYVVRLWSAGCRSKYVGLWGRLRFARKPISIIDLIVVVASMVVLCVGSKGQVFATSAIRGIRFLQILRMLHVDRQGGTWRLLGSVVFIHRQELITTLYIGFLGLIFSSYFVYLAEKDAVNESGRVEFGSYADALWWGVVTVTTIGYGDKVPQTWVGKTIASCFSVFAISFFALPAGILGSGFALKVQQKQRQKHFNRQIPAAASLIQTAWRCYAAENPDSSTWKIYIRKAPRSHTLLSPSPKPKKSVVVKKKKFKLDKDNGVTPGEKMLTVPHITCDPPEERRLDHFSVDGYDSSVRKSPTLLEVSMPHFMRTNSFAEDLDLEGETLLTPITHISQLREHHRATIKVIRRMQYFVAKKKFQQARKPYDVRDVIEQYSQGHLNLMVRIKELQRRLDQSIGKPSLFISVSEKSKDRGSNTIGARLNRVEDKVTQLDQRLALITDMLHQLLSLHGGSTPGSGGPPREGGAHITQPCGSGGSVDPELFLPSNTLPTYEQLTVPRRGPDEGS
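assay system = CHO-K1 cells stably expressing KCNQ1 | medium = assay buffer, equal DMSO in all wells | timing = 37 °C overnight plating, 90-min dark dye load, 20-min compound pretreatment | measured by = kinetic FluxOR thallium fluorescence, 10-s 1-Hz baseline, 110-s post-stimulus read | measure = fluorescence change relative to baseline, converted to B score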
MrgX1 agonist – agonists of human MrgX1 receptor, primary screen, HEK293 cells, Fluo-4 calcium flux; Mas-related G-protein coupled receptor member X1 (Homo sapiens), Q96LB2; Fluo-4 calcium fluorescence, agonist mode; hits give high values; B-score at 10 µM; 310,000 compounds, 0.44% hits;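 active means calcium response B-score plate-corrected fluorescence ratio at least 3 library SD, with starting fluorescence B-score inside 5 SD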
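Material: HEK293 cells stably expressing human MrgX1 receptor | Quantity: 15,000 cells per well | Times: Cells plated overnight, dye loaded 0.5 h 37 °C, 0.5 h room temperature | Measured by: Kinetic Fluo-4 NW fluorescence of intracellular calcium | Control set: Positive and negative controls per plate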
RGS4 block – RGS4 inhibitors, primary screen, cell-based, HEK293 M3R inducible RGS4, calcium flux; Regulator of G-protein signaling 4 (Homo sapiens), P49798; Fluo-4 calcium flux; hits give high values; triggered by carbachol at its EC20; B-score at 10 µM; 310,000 compounds, 0.45% hits; AID 463165, 2010;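 active means B-score, a plate-corrected calcium signal, over three deviations above library mean, with baseline fluorescence within five deviations of library mean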;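 further: RGS4 expression induced by doxycycline in cells with stable M3 receptor; B-score is computed from the integrated fluorescence ratio over baseline after carbachol; higher B-score means a larger calcium signal and so more RGS4 inhibition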
KCNQ1 block – inhibitors of human KCNQ1 channel, primary screen, cell-based, thallium flux, high-throughput. B-score at 10 µM. CHO-K1 KCNQ1, FluxOR thallium flux fluorescence; hits give high values. 310,000 compounds, 1.3% hits;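 active means compounds whose thallium flux B-score, printed positive for inhibition, exceeds three library SD while starting fluorescence stays within three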;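 further: channel opened by potassium depolarization with thallium stimulus after 20 min compound exposure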
RGS4 act – RGS4 potentiators or activators, primary screen, cell-based, HEK293 M3R inducible RGS4, calcium flux; carbachol calcium flux Fluo4; hits give low values; B-score at 10 µM; 310,000 compounds, 0.92% hits; AID 463111, 2010;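 active means B-score of the integrated calcium signal more than 4 SD below the library mean, with starting fluorescence not abnormally high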;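 further: negative B-score means reduced calcium response which marks RGS4 activation or potentiation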
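Test system: HEK293 cells with stable M3R and inducible RGS4; also added: carbachol at ECmax as muscarinic agonist stimulus; schedule: dye loading 30 min 37 °C, buffer rest 30 min RT; technique: kinetic calcium fluorescence imaging with Fluo4-AM dye, 2 µM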
KCNK3 inh – human KCNK3 channel inhibitors, primary screen, CHO cells, FluxOR thallium flux, B-score | FluxOR fluorescence; hits give low values | B-score at 10 µM | 340,000 compounds, 0.84% hits | AID 602410, 2012;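 active means B-score under library mean minus 4 SD, starting fluorescence ratio at most library mean plus 5 SD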;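 further: more negative B-score means stronger inhibition of thallium flux through KCNK3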
ANO1 block – TMEM16A chloride channel inhibitors, primary screen, cell-based, HTS. normalized B-score (activity score, 25-100; higher = stronger inhibition) at 10 µM. 310,000 compounds, 1.2% hits. AID 588511, 2011. Anoctamin-1 (Mus musculus), Q8BHY3. HEK293 TMEM16A/YFP iodide influx fluorescence, ionomycin;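 active means ratio plate-corrected score three or more library SD toward inhibition, starting fluorescence score within five deviations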;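 further: score derived from kinetic fluorescence span divided by baseline fluorescence per well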
TMEM16A act – TMEM16A chloride channel activators or potentiators, primary screen, cell-based, HTS; HEK293 TMEM16A/YFP-H148Q/I152L, iodide quench fluorescence; hits give low values; Anoctamin-1 (Mus musculus), Q8BHY3; 340,000 compounds, 0.3% hits; AID 623877, 2012; B-score at 10 µM;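 active means fluorescence-ratio B-score plate-corrected deviation score at least 3 library SD below zero, with starting fluorescence score within 5 deviations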;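 further: channel opened by trigger with iodide after compound preincubation; score built on the fluorescence ratio of max minus min over baseline; more negative score means more quench and so TMEM16A activation or potentiation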
KCNK9 inh – KCNK9 potassium channel inhibitors, primary screen, HEK293 cells, thallium flux | Potassium channel subfamily K member 9 (Homo sapiens), Q9NPC2 | FluxOR thallium flux fluorescence; hits give low values | B-score at 10 µM | 310,000 compounds, 1.2% hits | AID 488922, 2010;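 active means ratio B-score over 3 SD below the library mean, with starting fluorescence within 5 SD of its mean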;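 further: negative B-score means less thallium flux so channel inhibition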
Target sequence (Q9NPC2 whole entry, looked up): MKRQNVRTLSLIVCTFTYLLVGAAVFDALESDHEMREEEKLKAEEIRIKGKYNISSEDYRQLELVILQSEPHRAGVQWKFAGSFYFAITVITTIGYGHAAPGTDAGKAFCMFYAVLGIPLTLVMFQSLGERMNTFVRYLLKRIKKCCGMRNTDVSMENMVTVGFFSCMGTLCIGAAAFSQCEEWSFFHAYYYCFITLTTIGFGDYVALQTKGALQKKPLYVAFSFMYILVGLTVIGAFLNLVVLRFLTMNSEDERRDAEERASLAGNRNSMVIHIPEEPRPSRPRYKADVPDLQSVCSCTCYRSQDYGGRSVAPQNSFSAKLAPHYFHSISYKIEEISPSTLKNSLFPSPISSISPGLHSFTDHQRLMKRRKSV
* marks the source's active call; other numbers are inactive results; i = inactive; · = no result given.

SMILES	MrgX1 allo act	hERG protect	KCNQ1 pot	MrgX1 agonist	RGS4 block	KCNQ1 block	RGS4 act	KCNK3 inh	ANO1 block	TMEM16A act	KCNK9 inh
Cc1ccc(N(CC(=O)N2CCN(c3ccc(F)cc3)CC2)S(=O)(=O)c2c(C)noc2C)cc1	i	-11.6	i	i	i	i	i	i	i	i	i
CCOC(=O)CSc1nccc(N(C)C)c1C#N	i	-9.9	i	i	i	i	i	i	i	i	i
CCc1ccc(N2C(=O)CN(Cc3sccc3C)C2=S)cc1	i	-12.4	i	i	i	i	i	i	i	i	i
O=C(Nc1cccc(Cl)c1)Nc1ccc(Cl)cn1	i	-6.7	i	i	i	i	i	i	i	i	i
CCn1cnc2sc(-c3ccccc3)cc2c1=O	i	-7.2	i	i	i	i	i	i	i	i	i
COC(=O)c1cc(Br)c(=O)n(CCC2=CCCCC2)c1	i	-9.7	i	i	i	i	i	i	i	i	i
COc1ccc(CC(=O)N2CCCc3ccccc32)cc1OC	i	-2.5	i	i	i	i	i	i	i	i	i
CC(C)(C)c1cc(NC(=O)COC(=O)c2ccc(O)cc2O)n(-c2ccccc2)n1	i	-9.9	i	i	i	i	i	i	i	i	i
O=C(c1ccccc1)N1CCN(C(=O)c2cccnc2)CC1	i	-3.8	i	i	i	i	i	i	i	i	i
COc1ccc(-n2nc(C(=O)NCC(=O)NCCCN3CCOCC3)c3ccccc3c2=O)cc1Cl	i	-4.4	i	i	i	i	i	i	i	i	i
CC(=O)Nc1cc(C(F)(F)F)ccc1N1CCOCC1	i	-5.2	i	i	i	i	i	i	i	i	i
CC(C)c1ccc(/C=C/C(=O)O)cc1	i	-2.2	i	i	i	i	i	i	i	i	i
COc1ccccc1N1CCN(CC(O)c2ccc3cc[nH]c3c2)CC1 (centres undefined)	i	-12.6	i	i	i	i	i	i	i	i	i
O=C(Nc1ccc(Oc2ccc(C(=O)O)c(C(=O)O)c2)cc1)c1cccs1	i	-5.2	i	i	i	i	i	i	i	i	i
Cc1cc(F)ccc1S(=O)(=O)N1CCCOC1CNC(=O)C(=O)NCc1ccco1 (centres undefined)	i	-8.2	i	i	i	i	i	i	i	i	i
O=C(CSc1nc(-c2ccccc2)c(-c2ccccc2)[nH]1)Nc1ccc2c(c1)OCO2	i	-5.4	i	i	i	i	i	i	i	i	i
COc1cc2c(cc1OC)-c1nc3ccccc3c(=O)n1C(C)(C)C2	i	-12.9	i	i	i	i	i	i	i	i	i
COc1c(/C=C2\SC(=Nc3ccccc3Cl)NC2=O)cccc1[N+](=O)[O-]	i	-7.4	i	i	8.51*	i	i	i	i	i	i
CNc1nc(SCC(=O)Nc2ccccc2)nc(N2CCOCC2)n1	i	-3.4	i	i	i	i	i	i	i	i	i
Cc1ccc(Cn2c(=O)n(C)c(=O)c3sccc32)cc1	i	-3.7	i	i	i	i	i	i	i	i	i
COc1ccc2c(c1)-c1ccccc1S(=O)(=O)N2C(C)=O	i	-2.6	i	i	i	i	i	i	i	i	i
Cc1ccc(NC(=O)CCNS(=O)(=O)c2cc(Br)cnc2N)c(Cl)c1	i	-7.6	i	i	i	i	i	·	i	·	i
O=C(O)C1(O)C[C@H](O)C(O)[C@@H](O)C1 (some centres undefined)	i	·	·	i	·	·	·	i	i	i	·
CCC(=O)Nc1ccc(NC(=O)CSc2nnnn2-c2cccnc2)cc1C	i	-4.7	i	i	i	i	i	i	i	i	i
COc1ccc(C(=O)Nc2cc(OC)cc(OC)c2)cc1	i	-1.7	i	i	i	i	i	i	i	i	i
Cc1cc(C)c2nc(NC(=O)c3ccc(OCC4CCCO4)cc3)sc2c1 (centres undefined)	i	-13.2	i	i	i	i	i	i	i	i	i
Cc1nn(CC(=O)NN)c(C)c1Br	i	-10.3	i	i	i	i	i	i	i	i	i
Cc1ccc(OCC(=O)Nc2sc3c(c2C#N)CC(C)(C)NC3(C)C)cc1	i	-12.5	i	i	i	i	i	i	i	i	i
Cc1ccc(C)c(NC(=O)CN(C)C(=O)[C@@H](NC(=O)c2ccc(C(C)(C)C)cc2)C(C)C)c1	i	-10.8	i	i	i	i	i	i	i	i	i
COc1ccc(/C=C(\NC(=O)c2ccc(Cl)cc2)C(=O)NCC2CCCO2)cc1OC (centres undefined)	i	-5.3	i	i	i	i	i	i	i	i	i
Cc1ccc2c(c1)c1nnc(SCC(=O)Nc3ccc(N(C)C)cc3)nc1n2CC(=O)O	i	-0.3	i	i	i	i	i	i	i	i	i
Cc1ccc(NC(=O)NC(=O)CSc2nnc(-c3ccc(Cl)cc3Cl)n2N)c(C)c1	i	-9.1	i	i	5.2*	i	i	i	i	i	i
CCc1cc(C(=O)N(Cc2ccccc2)c2c(N)n(CCOC)c(=O)[nH]c2=O)sc1C	i	-13.9	i	i	i	i	i	i	i	i	i
O=C(NCC(F)(F)F)c1nn(Cc2ccccc2)c(=O)c2ccccc12	i	-2.3	i	i	i	i	i	i	i	i	i
CC(C)CCOc1ccc(C(=O)O)cc1	i	-1.1	i	i	i	i	i	i	i	i	i
CN1CCN(Cc2c(C(=O)N3CCc4ccccc4C3)nc3ccc(Cl)cn23)CC1	i	-6.5	i	i	i	i	i	i	i	i	i
CCOC(=O)c1c(C)c[nH]c1C	i	-9.9	i	i	i	i	i	i	i	i	i
COC(=O)C1CCCN1C(=O)C1CCCN1C(=O)CNC(=O)OCc1ccccc1 (centres undefined)	i	-9.0	i	i	i	i	i	i	i	i	i
CCC(=O)N1c2ccccc2C(N(C(=O)CC)c2ccccc2)CC1C (centres undefined)	i	-10.2	i	i	i	i	i	i	i	i	i
CCOc1cccc2cc(C(=O)NC(C)c3ccccc3)c(=N)oc12 (centres undefined)	i	-10.0	i	i	i	i	i	i	i	i	i
CC(C)CCNC(=O)Nc1ccc2c(c1)N(C)C(=O)CS2	i	-7.1	i	i	i	i	i	i	i	i	i
COC(=O)CN(c1c(C)cccc1C)S(C)(=O)=O	i	-8.8	i	i	i	i	i	i	i	i	i
O=C(CSc1nnnn1-c1ccc2c(c1)OCO2)NCc1ccccc1	i	-14.9	i	i	i	i	i	i	i	i	i
O=C(/C=C/c1ccccc1)N(Cc1ccc(Cl)cc1)C1CCS(=O)(=O)C1 (centres undefined)	i	-12.4	i	i	i	i	i	i	i	i	i
CCOC(=O)c1[nH]c2ccc(OC)cc2c1C	i	-5.3	i	i	i	i	i	i	i	i	i
S=C(Nc1ccc2snnc2c1)N1CCN(c2ccccn2)CC1	i	-3.4	i	i	i	i	i	i	i	i	i
CC(=O)NCCn1c(SCC(=O)Nc2ccc(C)cc2)nc2ccccc2c1=O	i	-1.1	i	i	i	i	i	i	i	i	i
CC(=O)Nc1ccc(S(=O)(=O)N2CCCCC2c2cccnc2)cc1 (centres undefined)	i	-18.8	i	i	i	i	i	i	i	i	i
CCOc1cc(C(=O)N(C)CC(=O)Nc2cccc(F)c2)ccc1OCC(=O)N1CCCCC1	i	-14.0	i	i	i	i	i	i	i	i	i
CCOc1ccccc1NC(=O)Cn1c(-c2ccc(Cl)cc2)noc1=O	i	-9.1	i	i	i	i	i	i	i	i	i

(list continues)
SMILES	MrgX1 allo act	hERG protect	KCNQ1 pot	MrgX1 agonist	RGS4 block	KCNQ1 block	RGS4 act	KCNK3 inh	ANO1 block	TMEM16A act	KCNK9 inh
COc1ccc(C)cc1NC(=O)c1nn(-c2ccccc2)cc1OC	i	-15.4	i	i	i	i	i	i	i	i	-17.7*
C/C(=N\O)C(=O)NCCCNCCCN(C)C	i	-7.7	i	i	i	i	i	i	i	i	i
CC1CCN(C(=O)CN(Cc2ccc(F)cc2)S(C)(=O)=O)CC1	i	-0.7	i	i	i	i	i	i	i	i	i
NC(=O)CC(NC(=O)Cc1ccc(Br)cc1)c1ccc(NC2CCN(Cc3ccccc3)CC2)c([N+](=O)[O-])c1 (centres undefined)	i	-13.7	i	i	i	i	i	i	i	i	i
CCN(CC)c1ccc2nc3ccccc3[n+](CC)c2c1	i	-11.2	i	i	i	i	i	i	i	i	i
Cc1ccc2nc(-c3ccccn3)oc2c1	i	-3.4	i	i	i	i	i	i	i	i	i
CCOC(=O)C(C(=O)NCc1cccc(OC)c1)c1ncc(C(F)(F)F)cc1Cl (centres undefined)	i	0.1	i	i	i	i	i	i	i	i	i
COc1cc(Br)c(C(C)NC(=O)c2ccc(C)cc2)cc1OC (centres undefined)	i	-9.2	i	i	i	i	i	i	i	i	i
O=S(=O)(NCc1ccccc1Cl)c1cccs1	i	0.4	i	i	i	i	i	i	i	i	i
COc1cc(OC)c2c(O)c3c(c(-c4c5c(c(O)c6c(OC)cc(OC)cc46)CO[C@@H](C)[C@H]5O)c2c1)[C@H](O)[C@H](C)OC3	i	-6.5	i	i	i	i	i	i	i	i	i
CC(C)c1ccc(C(C(=O)NC(C)(C)C)N(C(=O)CNC(=O)c2ccco2)c2cccnc2)cc1 (centres undefined)	i	-6.0	i	i	i	i	i	i	i	i	i
O=C(N/N=C/c1c(O)n(-c2ccccc2Cl)c(=O)c2ccccc12)c1cccnc1	·	-16.7	i	·	i	i	i	i	·	i	i
CCNC(=O)N1CCCC(C(=O)c2ccc3cc(OC)ccc3c2)C1 (centres undefined)	i	-11.6	i	i	i	i	i	i	i	i	i
COc1ccc(N(C(=O)c2snc(C(N)=O)c2N)C(C(=O)NC2CCCCC2)c2ccc(C)o2)cc1 (centres undefined)	i	-9.5	i	i	i	i	i	i	i	i	i
